# Assay outcomes (PubChem BioAssay)
# GC-B act = GC-B (human) receptor activation; AID 1920062; HEK293-GC-B cells, CNP EC30, cGMP TR-FRET; 0% at EC30 CNP, 100% saturating CNP; 370,000 tested, 0.11% active; P20594; activation, % at 10 µM;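 active = activation at 10 µM reaching about 35% in either raw or pattern-adjusted values, limit read from the data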
# GC-A act = GC-A (human) enzyme activation; AID 1671463; activation, % at 10 µM; 370,000 tested, 0.14% active; HEK293 GC-A cells, cGMP TR-FRET, EC30 ANP; 0% at EC30 ANP, 100% saturating ANP; in the data active = activation above about 40%
# HGIII-sPLA2 inh = Blocks human group III sPLA2 activity. Q9NZ20. 370,000 tested, 0.56% active. inhibition, % at 12.2 µM. QFRET BODIPY PC-A2 liposome hydrolysis, fluorescence;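 active = inhibition above mean plus 3 SD of compounds lying within the high and low control bounds, cut at about 19% in these data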;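 also: 0% = median of test compound wells and 100% = no enzyme DMSO wells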
# Target sequence (Q9NZ20 whole entry, looked up): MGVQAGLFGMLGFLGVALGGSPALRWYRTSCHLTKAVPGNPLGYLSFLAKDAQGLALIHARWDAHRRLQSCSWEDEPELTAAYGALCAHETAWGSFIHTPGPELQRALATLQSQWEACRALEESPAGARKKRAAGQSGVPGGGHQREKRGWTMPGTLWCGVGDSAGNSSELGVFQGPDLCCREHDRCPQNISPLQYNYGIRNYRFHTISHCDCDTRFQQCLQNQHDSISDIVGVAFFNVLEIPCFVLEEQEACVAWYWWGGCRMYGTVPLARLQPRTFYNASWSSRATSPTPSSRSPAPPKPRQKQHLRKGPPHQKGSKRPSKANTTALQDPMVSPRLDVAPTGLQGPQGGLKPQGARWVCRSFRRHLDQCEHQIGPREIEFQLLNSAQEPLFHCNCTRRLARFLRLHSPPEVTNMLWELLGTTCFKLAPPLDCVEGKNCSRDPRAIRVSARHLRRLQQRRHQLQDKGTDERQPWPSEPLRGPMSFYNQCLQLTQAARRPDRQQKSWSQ
# ADAM10 inh = inhibits human ADAM10. recombinant ADAM10, EDANS/DABCYL FRET peptide cleavage, 3 h. O14672. AID 720582. 370,000 tested, 0.62% active. inhibition, % at 7 µM;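 active = inhibition above a per-campaign cutoff equal to the mean of compounds falling between control-based bounds plus 3 SD, cut at about 20% in these data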;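 also: 0% = DMSO wells while the 100% control is not disclosed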
# DAX1 inh-1 = DAX1 (NR0B1) inhibition, primary screen. HEK293T StAR-luciferase reporter, SF-1/DAX-1 repression relief. inhibition, % at 6.8 µM. 370,000 tested, 1.1% active. AID 652010;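 active = inhibition above the mean over all tested compounds plus 3 SD, cut at about 3.6% in these data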;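 also: 0% = DAX-1 cells with DMSO and 100% = cells lacking DAX-1 with DMSO; higher inhibition means more luminescence from relief of DAX-1 repression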
# DAX1 inh-2 = inhibits human nuclear receptor DAX1 | HEK293 Gal4-DAX1 luciferase reporter, luminescence | P51843 | 340,000 tested, 0.99% active | AID 504766 | inhibition, % at 6.75 µM;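 active = inhibition above the mean over all tested compounds plus 3 SD, cut at about 4.2% in these data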;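 also: 0% = DAX1-transfected cells with DMSO and 100% = empty-vector control cells with DMSO; inhibition shows as a rise in luminescence from relieved DAX1 repression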
# Target sequence (P51843 207-470 limits assumed): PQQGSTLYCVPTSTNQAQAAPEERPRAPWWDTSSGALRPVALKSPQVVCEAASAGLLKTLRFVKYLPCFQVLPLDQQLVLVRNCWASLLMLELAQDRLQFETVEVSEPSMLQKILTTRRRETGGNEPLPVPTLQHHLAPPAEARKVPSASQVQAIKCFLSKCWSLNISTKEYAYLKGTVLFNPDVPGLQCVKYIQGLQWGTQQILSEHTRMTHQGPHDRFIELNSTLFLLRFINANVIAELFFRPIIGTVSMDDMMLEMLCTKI
# FXN GAA850 act = increases GAA850 frataxin promoter reporter activity | AID 540364 | 360,000 tested, 0.56% active | HEK293 lucGAA850 FXN promoter luciferase reporter, 24 h; percent of 10 µM SAHA response | activation, % at 6 µM;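 active = activation above the average of all compounds screened plus 3 SD, cutoff fixed separately per campaign, cut at about 7.5% in these data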;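 also: 0% = DMSO wells and 100% = 10 µM SAHA wells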
# ssDAF12 agonist = activators of S. stercoralis DAF-12 nuclear receptor. HEK293 ssDAF-12/GRIP1 lit1-tk-luc reporter, luminescence; % of 3 µM dafachronic acid response. activation, % at 6.8 µM. 370,000 tested, 1% active. AID 652126;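 active = activation above the mean over all tested compounds plus 3 SD, cut at about 0.9% in these data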;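 also: 0% = DMSO-only wells and 100% = 3 µM delta7-dafachronic acid wells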
# SMARCA2 activ = activators of SMARCA2 function | MG213 cells, MMTV-luciferase reporter, dexamethasone, overnight | activation, % at 9.1 µM | 370,000 tested, 1% active; in the data active = activation above about 7.8%;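 also: 0% = vehicle wells and 100% = reference activator wells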
# hgDAF-12 ag = hgDAF-12 agonism, primary luciferase screen. 370,000 tested, 1.8% active. AID 687014. activation, % at 6.8 µM. HEK293 GAL4-hgDAF12 UAS-luciferase reporter, agonist luminescence; normalized to butyrate control;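 active = activation above a cutoff set at the mean of all screened compounds plus 3 SD, cut at about 10% in these data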;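 also: 0% = DMSO wells and 100% = sodium butyrate wells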
# hcDAF12 agonist = activates DAF-12 receptor from parasite H. contortus; activation, % at 6.8 µM; HEK293 hcDAF-12 lit1-tk-luc reporter, luminescence; 0% DMSO, 100% Δ7-dafachronic acid; 370,000 tested, 1.4% active; AID 652067;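 active = activation above the mean of all tested compounds plus 3 SD, cut at about 5.5% in these data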;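 also: 100% = response to 3 µM Δ7-dafachronic acid high control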
# Active calls of the source: *; i = inactive; / = no result given. Compounds as they come; about 6.6% have a hit in one of these screens.
SMILES,GC-B act,GC-A act,HGIII-sPLA2 inh,ADAM10 inh,DAX1 inh-1,DAX1 inh-2,FXN GAA850 act,ssDAF12 agonist,SMARCA2 activ,hgDAF-12 ag,hcDAF12 agonist
O=C(CCC(=O)OCC(=O)c1cccc([N+](=O)[O-])c1)Nc1ccccc1Cl,3,3,1,2,-0.8,0.0,-2.4,-0.6,-2,1.3,-0.2
COC(=O)C1=CN(C(C)C)C=C(C(=O)OC)C1c1cc(Br)c(OC)c(OC)c1,1,-4,-5,i,-0.1,1.4,3.8,-2.1,-1,0.0,-0.2
c1cc(-c2nsc(-c3ccncc3)n2)ccn1,-4,-4,-6,3,0.0,0.7,2.1,-0.7,-2,1.3,-0.8
O=C(CC(O)(c1ccccc1)c1ccccc1)Nc1ccccn1,-4,-6,-4,-3,-1.0,-0.7,-2.7,-1.1,2,-0.2,0.1
Nn1cnc2scc(-c3ccco3)c2c1=O,-1,1,-4,-7,-0.1,1.5,2.1,-0.5,3,-3.0,-2.0
CCCC(=O)Nc1cccc(NC(=O)c2ccccc2Br)c1,2,-2,4,-2,-0.2,0.2,-0.2,-1.2,-2,-0.8,-1.8
Cc1onc(-c2ccccc2Cl)c1C(=O)Nc1ccc(S(=O)(=O)NCC2CCCO2)cc1 (configuration not stated),-6,0,-21,19,0.5,0.3,0.6,-1.7,-5,-0.5,1.3
O=C(CC1SCCNC1=O)Nc1cccc(C(F)(F)F)c1 (configuration not stated),1,2,-1,-1,0.2,0.9,4.2,-1.1,0,2.6,0.2
S=C(NCCc1ccccc1)Nc1cnc2ccccc2c1,0,0,-11,-3,1.2,0.2,5.4,-1.0,-1,8.8,2.0
CCC(C)(C(=O)NC1CCCC1)N(C(=O)CNC(C)=O)c1ccc(C)cc1 (configuration not stated),4,1,6,5,-0.2,-1.9,-0.8,-0.8,4,-0.1,0.2
COc1cc(NC(=O)c2cc3c(=O)n(C)c4ccccc4c3n2C)cc(OC)c1OC,0,1,1,-13,-0.5,0.5,0.6,-0.2,-1,-0.3,0.1
COc1ccccc1NC(=O)c1ccc(-c2ccc(Br)cc2)o1,9,8,-5,-3,0.6,0.2,-0.9,0.0,3,2.2,-0.3
COc1cccc(CN2CCC2(C)C(=O)Nc2cnc3ccccc3c2)c1F (configuration not stated),2,-5,-9,-2,-3.3,/,-0.5,-1.7,-4,-5.0,-1.6
CN(CC(=O)N1CC(=O)N(CCc2ccccc2)C(=O)C1)S(=O)(=O)c1cccc2nsnc12,-3,1,0,-10,-0.7,-1.2,0.3,-1.3,-3,-1.3,-0.7
COCCN(CC(=O)Nc1ccccc1C(F)(F)F)C(=O)c1ccc(-n2cccn2)cc1,-2,0,-5,-1,1.7,-0.6,0.1,-0.6,-2,-2.1,-0.8
COc1cc(CN2C[C@@H](CO)O[C@@H](n3cnc4c(NCCN(C)C)ncnc43)C2)cc(OC)c1OC,-4,-1,-3,-4,0.7,/,1.7,-0.9,-2,0.1,-1.1
COc1cc(NC(=O)[C@H]2CCCN2S(=O)(=O)c2cccc3cccnc23)cc(OC)c1OC,-1,0,-7,0,-0.3,0.0,1.3,-1.8,-1,-3.0,-1.2
CCOc1ccc(NC(=O)CSc2nnc(C)n2CCCOC)cc1,-2,4,2,-3,0.1,0.7,0.5,-1.6,-2,1.5,-2.2
CC(C)C(=O)Nc1nnc(S(=O)(=O)N2CCCc3ccccc32)s1,-5,7,-5,-7,0.8,2.2,1.6,-0.7,3,0.8,-2.1
CCOC(=O)Cn1nc(-c2ccccc2)c2ccccc2c1=O,0,10,-5,-1,-0.6,-0.8,3.6,-1.9,-1,-0.6,-1.6

# Arranged by value in DAX1 inh-1 (smallest number first): three from the list above.
compound	DAX1 inh-1
CN(CC(=O)N1CC(=O)N(CCc2ccccc2)C(=O)C1)S(=O)(=O)c1cccc2nsnc12	-0.7
COc1ccccc1NC(=O)c1ccc(-c2ccc(Br)cc2)o1	0.6
COCCN(CC(=O)Nc1ccccc1C(F)(F)F)C(=O)c1ccc(-n2cccn2)cc1	1.7

# The results go on:
SMILES,GC-B act,GC-A act,HGIII-sPLA2 inh,ADAM10 inh,DAX1 inh-1,DAX1 inh-2,FXN GAA850 act,ssDAF12 agonist,SMARCA2 activ,hgDAF-12 ag,hcDAF12 agonist
Cc1nc(-c2nc(CC(=O)NNC(=O)c3ccc(Cl)cc3)cs2)cs1,2,-1,1,-1,0.0,0.2,-0.9,-1.6,-3,0.4,0.3
O=[N+]([O-])c1ccc(S(=O)(=O)Nc2ccc(-c3ccc(N4CCOCC4)nn3)cc2)cc1,-7,-3,-11,4,-0.1,0.7,-0.1,-0.3,7,-1.8,-1.3
CC(Oc1ccc(Br)cc1)C(=O)Nc1cc(S(=O)(=O)N2CCOCC2)ccc1N1CCCC1 (configuration not stated),7,6,11,-5,-0.7,0.0,-4.2,-1.2,-1,0.7,-0.5
COc1ccc(OC)c(NC(=O)C2CCN(C(=O)c3cccs3)CC2)c1,-1,1,5,-4,0.2,-0.8,1.3,-1.7,-1,-2.7,-0.3
CCC1=C(OC(=O)N(CC)CC)N2C(=O)OC(=NCCOC)[C@]2(Cc2ccccc2)[C@H]2C1=CC[C@H]1C(=O)N(C)C(=O)[C@H]12,6,-2,-5,3,-0.1,0.5,-0.3,-1.0,2,0.5,1.1
COc1ccc(CNC(=S)NCc2ccc(F)cc2)cc1,-2,0,5,0,-0.9,0.1,1.4,-1.5,-2,0.1,-1.7
O=C(NCc1cccc(F)c1)Nc1nnc([C@H]2C[C@H](O)[C@@H](CO)O2)s1,3,1,-2,-15,-0.9,/,1.3,-0.7,2,-0.5,0.6
Cc1cc(C(F)F)nn1CC(=O)N1CCSCC1,4,4,1,-5,0.0,-0.5,-0.2,-0.3,-1,2.8,-0.9
CC(Sc1nnc(CNC(=O)c2ccco2)n1C)C(=O)Nc1nccs1 (configuration not stated),-3,5,13,-9,0.6,2.0,1.3,-0.3,1,-2.1,-1.7
O=C(Nc1ccc(F)cc1)C(c1ccccc1)N1CCN(CC(=O)N2CCOCC2)CC1 (configuration not stated),4,-5,-4,6,-0.4,-0.4,1.0,-1.0,4,-0.3,-0.1
COc1cc(NS(=O)(=O)c2ccc(NC(=S)NC(=O)c3ccc(F)cc3)cc2)nc(OC)n1,-3,5,-11,-7,0.2,0.5,-0.1,-0.9,-1,3.0,1.0
COc1cccc(CNS(=O)(=O)c2ccc(S(=O)(=O)N3CCCC3)cc2)c1,5,1,-5,4,0.2,0.0,0.1,0.0,-4,-2.2,-0.5
Cc1ccnc(NC(=O)c2ccc(COc3ccc(Cl)cc3)o2)c1,-8,9,-11,-6,0.2,1.6,-1.5,-0.6,-3,3.8,-1.2
Cc1oc(-c2ccccc2F)nc1CN1CCC(C(=O)NC2CCCc3ccccc32)CC1 (configuration not stated),-5,-2,-1,-4,-0.1,0.6,-1.7,-1.3,3,-1.6,-0.7
Cc1cccc(C)c1CC(=O)N1CCOCC1,-6,-4,2,3,-1.6,1.6,2.8,-1.4,2,0.7,-0.5
CC(C)NS(=O)(=O)c1ccc(OCC(=O)N2CCCC2)c(Cl)c1,2,0,1,0,-0.7,-0.7,0.4,-1.4,-1,-0.6,-1.0
CC(C)(C)C(=O)OCCNc1nc(-c2ccccc2)nc2ccccc12,-5,0,-5,8,-0.7,-1.5,-0.1,-1.3,-3,3.9,-3.0
CCOc1ccccc1N(CC(=O)Nc1cccnc1)S(=O)(=O)c1ccc(C)cc1,-2,-6,-7,-5,-0.3,1.0,-1.8,-2.0,-1,0.6,-1.8
O=C(Nc1cc([N+](=O)[O-])ccc1N1CCCC1)c1ccco1,0,-2,7,-1,-1.1,0.0,2.1,-0.4,-4,0.8,-0.9
COc1ccccc1OCCNC(=O)CSC(=S)N1CCCC1,3,2,3,1,0.2,0.5,1.2,-0.9,1,-1.1,-0.8
Cc1nc(Nc2ccc(C(=O)O)cc2)nc(Nc2ccc(C(=O)O)cc2)c1[N+](=O)[O-],11,11,-3,0,-0.5,0.0,-0.9,-1.6,-4,-0.9,-0.3
CC(=O)N1N=C(c2cccs2)CC1c1cc2cc(C)ccc2nc1Cl (configuration not stated),2,0,18,-8,0.3,0.7,2.5,-0.8,-5,-2.1,0.6
O=C(O)CCC(=O)N1CC=C(c2ccccc2)CC1,-1,2,10,-13,-0.2,1.0,-2.5,-1.7,-3,-3.9,-1.9
Cc1cc(Cl)c(OCCCCN2CCOCC2)c(Br)c1,3,-1,-8,-4,0.8,-1.1,0.1,-1.9,1,-1.6,-0.7
Cc1nc(Nc2nc(CSc3nc4ccccc4[nH]3)cc(=O)[nH]2)nc2ccccc12,24,34,-24,0,-2.6,-3.3,-9.0,-2.0,2,-4.7,-5.1
O=C1OCCN1CCN(CN1C(=O)CCC1=O)CN1C(=O)CCC1=O,3,4,-1,-2,0.5,0.7,-2.5,-1.2,3,-0.8,-1.3
CCOc1ccccc1N1CCN(C(=O)Nc2ccc(F)c(Cl)c2)CC1,4,3,1,1,-0.5,-2.1,2.7,-1.5,-2,1.7,1.4
COc1ccc(NS(=O)(=O)c2cccc(C(=O)NNC(=O)COc3ccccc3)c2)cc1,-3,0,-30,-11,-0.4,-0.4,3.9,-1.0,-2,0.8,-0.7
CCOc1ccc(CCNC(=O)COC(=O)c2cccc(OC)c2O)cc1OCC,-1,2,-4,-1,-0.1,0.6,2.5,-2.1,-2,6.0,-0.7
COc1cccc(/C=C/C(=O)OCC(=O)NCc2ccc3c(c2)OCO3)c1,-2,-3,-3,-14,-1.4,0.2,1.3,-1.1,0,0.8,-0.2
CCOc1ccc(C(=O)NC(=S)Nc2ccccn2)cc1[N+](=O)[O-],-10,3,4,-10,-0.6,0.5,4.6,-0.8,0,4.6,1.6
COCC(C)N=Cc1c(O)[nH]c2ccccc12 (configuration not stated),-4,2,9,12,0.5,-1.7,1.6,-1.3,2,2.0,2.6
Cc1ccc(C(C#N)=Cc2ccc3c(c2)OCO3)cc1,-4,-9,-1,-5,6.8*,3.9,-3.7,0.8,14*,18*,4.8
O=C(c1ccc(Cl)c(S(=O)(=O)N2CCOCC2)c1)N1CCCCC1,3,4,2,14,0.1,0.3,0.2,-1.3,-5,-1.0,0.4
Cc1ccc(NC(=O)CSc2nnc3ccccn23)cc1,-1,-4,0,-8,1.0,-0.1,-0.1,-0.8,3,1.1,1.9
COCC(=O)n1nc(-c2ccc(C)cc2)nc1NCc1ccc(F)cc1,-7,-4,-7,6,0.4,1.0,3.1,-1.0,1,3.7,0.8
Cc1cccc(N=C2NC(=O)/C(=C/c3cccnc3)S2)c1,-1,5,-16,1,-0.2,-2.5,1.5,-1.3,0,-2.7,-2.4
COc1cc(CN2CCN(C(C)C)C(CCO)C2)ccc1OCc1ccccc1 (configuration not stated),2,6,17,-4,0.3,0.4,1.2,0.0,2,0.1,0.9
Cc1cc(C([O-])=C(C(=S)Nc2ccccc2)[n+]2ccccc2)c(C)n1-c1ccccc1,0,0,-1,-22,-0.9,-0.7,1.8,-1.5,-5,1.1,-1.8
